# From PubChem
# H1N1 NS1A inhibition = H1N1 influenza NS1A inhibitors, functional cell based assay (AID 504329); NS1A functional cell-based assay, percent inhibition; higher % means a stronger effect; one-dose inhibition, % at 12.5 µM; IC50 in µM for titrated hits; actives 0.3% (n = 340,000); in the data active = a potency from the dose series; inconclusive = inhibition above about 27% without an active follow-up result; note: strong numbers were not always called active
# tuberculosis growth = growth inhibition of non-replicating M. tuberculosis (AID 488890) | Mycobacterium tuberculosis non-replicating, growth inhibition; higher % means a stronger effect | inhibition, % at 25 µM, or IC50 in µM where a hit was titrated | actives 0.39% (n = 320,000); in the data active = a potency from the dose series; inconclusive = inhibition mostly from about 82% at the one dose, without a potency; inactive = the rest, 99 in 100 with inhibition below about 76%;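 note: plate controls were DMSO cells for no effect and high antibiotic wells for full effect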
# VEEV TC-83 Vero = inhibitors of VEEV TC-83 cytopathic effect, confirmation, Vero cells (AID 588727); Vero cells, VEEV TC-83 cytopathic effect inhibition; higher % means a stronger effect; one-dose inhibition, % at 20 µM; IC50 in µM for titrated hits; actives 0.13% (n = 350,000); in the data active = a potency from the dose series; inconclusive = inhibition mostly from about 14% at the one dose, without a potency; inactive = the rest, 99 in 100 with inhibition below about 12%; note: strong numbers were not always called active
# Salmonella PhoP GFP = PhoP regulon inhibitors, Salmonella typhi PhoP promoter GFP reporter, confirmatory (AID 1850) | Salmonella Typhi PhoP-promoter GFP reporter, fluorescence, 4 h; higher % means a stronger effect | one-dose inhibition, % at 50 µM; IC50 in µM for titrated hits | actives 0.33% (n = 310,000); in the data active = a potency from the dose series; inconclusive = inhibition mostly from about 25% at the one dose, without a potency; inactive = the rest, 99 in 100 with inhibition below about 19%;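 note: 0% = induced wells with vehicle and 100% = uninduced wells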
# H37Rv inhibition = M. tuberculosis growth inhibition, HTS (AID 449762) | M. tuberculosis H37Rv growth inhibition, 7H9 media; higher % means a stronger effect | inhibition, % at 25 µM; hits with a dose series show IC50 in µM | actives 0.59% (n = 330,000); in the data active = a potency from the dose series; inconclusive = inhibition above about 70% without an active follow-up result;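 note: bacterial growth assessed after seven days of incubation; strong numbers were not always called active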
# VEEV TC-83 Vero 10K pilot screen = also measured in VEEV TC-83 Vero; calls as there; inhibition, %; measured here: 10K pilot screen inhibition
# An asterisk follows results filed as active; i = inactive; ? = inconclusive; nt = not tested or not shown.
SMILES,H1N1 NS1A inhibition,tuberculosis growth,VEEV TC-83 Vero,Salmonella PhoP GFP,H37Rv inhibition,others
O=C(CNC(=O)OCc1ccccc1)Nc1ccc(Br)cc1C(=O)c1ccccc1Cl,-11%,1%,i,-8%,4%,
Fc1ccc(NC(=S)Nc2ccccc2OC(F)F)cc1Cl,-3%,?,i,10%,?,
CN(c1ccc(C(=O)NCc2ccccn2)cc1)S(=O)(=O)c1ccc(Cl)cc1,-6%,11%,12%,-7%,-10%,
CC1(C)CC(=O)C(C2C3=C(CC(C)(C)CC3=O)OC3=C2C(=O)CC(C)(C)C3)=C(O)C1,-20%,67%,0.5%,5%,-2%,
COc1cccc2c(N/N=C/c3ccco3)cc(C)nc12,3%,5%,0.5%,-4%,5%,
COc1ccccc1CNC(=O)CSc1nnc2ccc(-c3cccnc3)nn12,3%,-4%,0.3%,17%,-2%,
O=S(=O)(c1ccc2ccccc2c1)N1CCOCC1,-1%,-4%,0.9%,10%,7%,
Cc1cc(N2C(=O)C(O)=C(C(=O)c3ccco3)C2c2cccc(Cl)c2)no1 (centres undefined),2%,40%,i,-6%,5%,
CCCCOc1ccc(CN=C(N)N)cc1Cl,3%,61%,2.4%,134µM*,7%,
Cc1cc(C)nc(SCc2nc3ncccn3c2Br)n1,0%,-13%,i,-3%,3%,
CCOc1ccc(NC(=O)c2c(N)n(C)c(=O)[nH]c2=O)cc1,2%,-21%,2.4%,2%,1%,
Cc1ccc(NC(=O)CN(C)C(=O)c2ccccc2Cc2ccccc2)cc1,-15%,nt,8.7%,nt,nt,
CCOC(=O)c1[nH]c(C)c(C(=O)OCC(=O)NC(=O)NC(C)(C)C)c1C,-13%,5%,1.2%,10%,-17%,
OC(CN1C2=NCCCN2c2ccccc21)c1ccc2c(c1)OCO2 (centres undefined),6%,-7%,i,-2%,2%,
CCNC(=O)CSc1nc2ccccc2c(=O)n1-c1cccc(OC)c1,11%,-4%,1.9%,0%,-3%,
CC(C)(C)c1ccc(S(=O)(=O)NCC(=O)N2CCN(C(=O)c3ccco3)CC2)cc1,8%,17%,2.1%,-4%,1%,
Cc1ccc(N(C(=O)C2COc3ccccc3O2)C(C(=O)NC2CCCCC2)c2cn(C)nc2C)cc1 (centres undefined),nt,-12%,nt,-6%,1%,
CC(C)COc1ccc(C(=O)N/C(=C\c2cccc([N+](=O)[O-])c2)C(=O)OC(C)C)cc1,9%,-8%,1.0%,0%,-1%,
CCOC(=O)N1CCN(CC(O)COc2ccc(C)cc2C(C)(C)C)CC1 (centres undefined),-4%,14%,1.7%,-2%,10%,
CC(Sc1cccc[n+]1[O-])c1ccccc1 (centres undefined),8%,25%,0.2%,-4%,2%,
CCOC(=O)c1sc(N(Cc2ccccc2)C(=O)CCl)nc1C,-6%,41%,6.4%,-6%,2%,
CN(C)Cc1ccc(CNC(=O)c2ccc(Cl)c(S(=O)(=O)NC3CC3)c2)cc1,-7%,-8%,0.2%,nt,-7%,
O=C(Cn1ccc(NC(=O)OCc2ccccc2)nc1=O)NCCc1c[nH]c2ccccc12,-3%,-13%,9.3%,nt,-8%,
Cc1ccc(Cl)c(NC(=O)CN2CCNC(=O)C2)c1Cl,-3%,2%,0.3%,2%,4%,
CN(c1ccc(OCC(=O)NC2CCC(O)CC2)cc1)S(=O)(=O)c1ccc(Cl)cc1 (centres undefined),-29%,14%,3.8%,nt,3%,
Cc1cc(NC(=O)CCCn2cc([N+](=O)[O-])cn2)n(Cc2ccc(F)cc2)n1,-2%,31%,i,6%,27%,
Cc1c(C(=O)Oc2cccc3cccnc23)oc2ccccc12,1%,?,1.9%,-7%,?,
CSc1nc(Sc2cccc(Cl)c2)c2ccccc2n1,-10%,55%,2.3%,-9%,6%,
Cc1ccc(NCCCn2ccc(NC(=O)OCc3ccccc3)nc2=O)cc1C,16%,nt,2.8%,nt,nt,
O=C(NNC(=O)[C@@H]1CCCC[C@@H]1C(=O)O)Nc1ccccc1,-3%,-20%,1.8%,-5%,-7%,
CC(=O)C1=NN(c2ccccc2)C(c2cccs2)N1c1ccc(N(C)C)cc1 (centres undefined),11%,53%,2.5%,-7%,0%,
CCC(C(=O)NC1CCCC1)n1c(SCc2cccc(C)c2)nc2ccncc21 (centres undefined),-52%,56%,0.5%,-3%,-2%,VEEV TC-83 Vero 10K pilot screen=0.9
CCN(C(=O)/C=C/c1ccc2c(c1)OCO2)c1ccccc1,-1%,4%,0.7%,6%,7%,
CCN(c1ccccc1)S(=O)(=O)c1csc(C(N)=O)c1,-9%,-4%,0.8%,2%,5%,
Cn1c(N)c(-c2ccccc2)c2ccc([N+](=O)[O-])cc2c1=O,4%,7%,8.4%,-30%,-5%,
COc1ccc(CN(C)Cc2nc(Cc3cccc(F)c3)no2)c2cccnc12,8%,42%,i,-6%,24%,
CC(C)Sc1oc(-c2ccco2)nc1S(=O)(=O)c1ccccc1,1%,13%,0.3%,3%,6%,
Cc1ccc(Cl)cc1NC(=O)c1cc(S(=O)(=O)N2CCOCC2)cn1C,5%,6%,0.9%,1%,-4%,
CC(=O)Nc1ccc(S(=O)(=O)N2CCN(CC3CC4C=CC3C4)CC2)cc1 (centres undefined),1%,11%,0.7%,4%,-3%,
CCOC(=O)c1[nH]c2ccc(F)cc2c1N=C(C)N(CC)CC,-9%,-9%,i,-9%,-1%,
O=C(NCC(c1cccs1)N1CCOCC1)c1cc(S(=O)(=O)N2CCOCC2)ccc1F (centres undefined),-4%,-18%,2.5%,6%,1%,
CN(C)C(=S)Nc1nc2ccccc2s1,-16%,nt,1.5%,nt,nt,
N/C(Cn1cncn1)=N\OC(=O)c1ccc(Cl)cc1,7%,3%,i,-2%,-1%,
Cc1cccc(NC(=S)NNC(=O)c2cc3c(s2)CCC(C)C3)c1C (centres undefined),0%,22%,0.0%,0%,12%,
Cc1ccc(OCC(=O)NC2CC(C)(C)NC(C)(C)C2)cc1C,2%,-7%,0.8%,11%,-3%,
O=C(CN1CCN(c2ccccc2F)CC1)c1ccc2c(c1)OCO2,-3%,27%,1.1%,5%,-8%,
O=C(c1ccccn1)N1CCCC(N2CCN(Cc3ccc4c(c3)OCO4)CC2)C1 (centres undefined),17%,-8%,0.6%,0%,-6%,
CCCC1=C(C(=O)OCC)C(c2ccccc2OC)NC(=O)N1 (centres undefined),1%,3%,0.3%,0%,0%,
COC(=O)[C@H](Cc1ccccc1)NC(=O)NC(C)CCc1ccccc1 (some centres undefined),-12%,-19%,2.1%,-7%,-7%,
CCn1nc(C(=O)N2CCc3ccccc32)c2ccccc2c1=O,-11%,24%,7.6%,nt,-1%,
O=C(c1ccc(F)cc1)C(Cc1ccccc1)N1CCCCC1 (centres undefined),8%,64%,1.0%,-5%,5%,
CC(C)CCn1c(SCCN2CCOCC2)nc2c1c(=O)[nH]c(=O)n2C,7%,3%,0.4%,8%,2%,
O=C(Nc1ccccc1C(=O)O)c1cc(S(=O)(=O)Nc2cccc(F)c2)ccc1Cl,-4%,-10%,1.1%,-1%,0%,
Cc1ccc(S(=O)(=O)c2nc(NC3CCS(=O)(=O)C3)sc2Cl)cc1 (centres undefined),1%,-18%,0.2%,11%,4%,
COc1ccc(C)cc1-n1nnnc1SCC(=O)Nc1cccnc1Cl,3%,18%,7.2%,2%,4%,
O=C(CN1C(=O)/C(=C2/SC(=S)N(CCS(=O)(=O)O)C2=O)c2ccccc21)Nc1cccc(C(F)(F)F)c1,14%,-10%,6.5%,nt,5%,
COc1ccc(C(=O)NC(=S)NCc2cccnc2)cc1Cl,-9%,10%,0.8%,6%,5%,
O=C(O)CC(c1ccc(OC2CCCC2)cc1)N1C(=O)c2ccccc2C1=O (centres undefined),-2%,-3%,0.5%,-2%,10%,
CCCOc1ccccc1-c1nc2c([nH]1)c(=O)[nH]c(=O)n2C,6%,10%,9.8%,-8%,5%,
COc1ncnc(OC)c1S(=O)(=O)NCc1ccccc1,-4%,nt,0.6%,-1%,0%,

# (list continues)
SMILES,H1N1 NS1A inhibition,tuberculosis growth,VEEV TC-83 Vero,Salmonella PhoP GFP,H37Rv inhibition,others
CCC1(C)Cc2c(sc3nn[nH]c(=O)c23)CO1 (centres undefined),14%,2%,1.2%,-6%,-7%,
Cc1ccc(-n2c(O)c(/C=N/Nc3ccc(S(=O)(=O)N4CCOCC4)cc3[N+](=O)[O-])c3ccccc3c2=O)c(C)c1,8.9µM*,61%,2.0%,-4%,1%,
O=C(NCCc1c[nH]c2ccccc12)C1CCN(S(=O)(=O)c2ccccc2)CC1,-4%,0%,i,-1%,-1%,
CCOc1ccc2oc(C(=O)NCc3nc4ccccc4[nH]3)c(C)c2c1,-6%,6%,8.7%,-7%,12%,
CCN1CCN(C(=O)/C(=C/c2ccco2)NC(=O)c2ccccc2)CC1,6%,-2%,0.4%,-3%,-5%,
CCCCc1c(C)c(C#N)c2nc3ccccc3n2c1Nc1c(C)n(C)n(-c2ccccc2)c1=O,-2%,23%,6.3%,2%,0%,
Cc1ccn2c(NC3CCCC3)c(-c3ccccn3)nc2c1,25%,i,i,5%,?,
Cc1ccccc1N1C(=O)NC(=O)/C(=C\c2cnn(-c3ccccc3)c2)C1=O,1%,3%,2.5%,-6%,3%,
CC(C)c1ccc(NC(=O)CNC(=O)Cn2ccc3ccccc3c2=O)cc1,9%,-5%,i,-8%,1%,
CNc1c([N+](=O)[O-])ncn1C,-6%,-18%,1.7%,8%,-7%,
Cc1ccc(S(=O)(=O)NCC(=O)OCC(=O)c2c(N)n(C)c(=O)n(C)c2=O)cc1,-1%,-8%,i,10%,4%,
CCOc1cccc2cc(C(=O)N3CCOCC3)c(=O)oc12,-4%,-14%,i,-8%,1%,
Cc1cc(C)c(C(=O)Nn2c(C)nc3ccccc3c2=O)cc1C,-6%,0%,8.7%,4%,5%,
O=C(COC(=O)c1cccc(S(=O)(=O)N2CCc3ccccc32)c1)NCc1ccco1,9%,-12%,0.3%,-3%,-4%,
Cn1c(N)cc(=O)n(C)c1=S,-2%,nt,1.4%,nt,nt,
Cc1sc(NC(=O)C2=COCCO2)c(C(N)=O)c1C,4%,-13%,4.8%,3%,7%,
C=CCOc1ccc(/C(O)=C2/C(=O)C(=O)N(CCCN3CCOCC3)C2c2ccc(OC)cc2)cc1 (centres undefined),6%,7%,1.2%,12%,3%,
